# Screening results from PubChem BioAssay.
# HCV inhibitor: qHTS Assay for Inhibitors of Hepatitis C Virus (HCV) | Huh7.5.1 HCVcc-Cre infection, luciferase reporter, 44 h | Potency, µM (series often up to 41.8 µM), for inactives: at the highest dose activity change, negative = inhibition, most hits filed as inhibitors | hit rate 3.4% among 340,000; further: potency means the concentration at half of the fitted maximal effect
#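 Antiviral activity was scored by luciferase reporter output from cells infected with HCVcc-Cre (~0.5 moi) in presence of compound, 44 h infection period, cells seeded 1,000/well 4 h prior.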
# AmpC no deterg: qHTS Inhibitors of AmpC Beta-Lactamase (assay without detergent). P00811. AmpC nitrocefin hydrolysis, absorbance 480 nm, 0.0001% Triton. Potency, µM (series often up to 57.1 µM), for inactives: top-dose activity change, negative = inhibition, usual class: inhibitors. hit rate 0.52% among 330,000;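 further: potency means the concentration at half of the fitted maximal effect; plate controls were no compound for no effect and no enzyme for full effect; nearly all actives have a fitted effect of over 20% in size; some results filed as inactive show a strong effect at the top dose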
# Target sequence (P00811 whole entry, looked up): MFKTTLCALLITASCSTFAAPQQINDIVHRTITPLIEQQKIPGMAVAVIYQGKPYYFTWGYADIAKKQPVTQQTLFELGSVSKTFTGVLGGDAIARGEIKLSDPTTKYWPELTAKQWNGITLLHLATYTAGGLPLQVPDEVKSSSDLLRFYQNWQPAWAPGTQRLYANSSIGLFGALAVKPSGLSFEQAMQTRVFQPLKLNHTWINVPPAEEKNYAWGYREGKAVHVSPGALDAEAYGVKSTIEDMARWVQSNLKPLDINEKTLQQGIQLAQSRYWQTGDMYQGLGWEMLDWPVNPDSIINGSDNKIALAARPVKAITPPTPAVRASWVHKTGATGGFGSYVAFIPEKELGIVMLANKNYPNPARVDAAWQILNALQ
#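 20 mM phosphate pH 7.0 + 0.01% (detergent screen) or 0.0001% Triton X-100; 5.3 nM AmpC reagent; cpd preinc 15 min RT; nitrocefin (800 uM stock) to start; A480 q20 s × 4 min; Activity was normalised to no-enzyme and no-compound control wells.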
# TbPYK inhibitor: qHTS of Trypanosoma Brucei Inhibitors; pyruvate kinase (Trypanosoma brucei), Q57TT1; TbPYK enzyme, Kinase-Glo Plus ATP luminescence, 45 min; Potency, µM (doses to about 76.8 µM), without a hit: at the highest dose activity, negative = inhibition, most hits filed as inhibitors; hit rate 0.12% among 410,000; AID 624173, 2012; further: potency means the concentration at half of the fitted maximal effect; nearly all actives have a fitted effect of over 50% in size
#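 Assay buffer: 50 mM TEA pH 7.2, 100 mM KCl, 10 mM MgCl2, 0.05% BSA, 0.01% Tween-20. Pyruvate kinase from T. brucei plus substrate met compound, then ADP (130 uM final). Luminescence was read post 45 min RT.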
# HCMV inh: qHTS Assay for inhibitors of the human cytomegalovirus (HCMV); HFF cells, HCMV-luciferase reporter, 72 h; hits give low values; activity change, negative = inhibition, % at 57.5 µM; hit rate 4.5% among 410,000; in the data active means activity change below about -60%; inconclusive means no clear call, values can overlap the other calls; inactive means above about -39%
#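 Inhibition of viral replication was scored as loss of reporter luminescence in HFFs infected with HCMV-luciferase (MOI 1 PFU/cell) for 72 h; compounds tested at 2 doses, normalized to buffer and Salinomycin controls.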
# AMA1 RON2 block: qHTS for Inhibitors of AMA1-RON; Towards Development of Antimalarial Drug Lead: Primary Screen; AlphaScreen AMA1-biotinylated RON2 peptide binding; AID 720542, 2013; Potency, µM (highest dose often 58.2 µM), without a hit: at the highest dose activity change, negative = inhibition, usual class: inhibitors; hit rate 0.2% among 360,000;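 further: potency means the concentration at half of the fitted maximal effect; 0% = vehicle wells and -100% = peptide control; nearly all actives have a fitted effect of over 45% in size; some results filed as inactive show a strong effect at the top dose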
#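 AMA1 (3D7) with his tag at 25 nM final met compounds first, then biotinylated RON2 peptide at 25 nM; detection used donor plus acceptor beads, 10 µg/mL apiece, read by AlphaScreen after 30 min at room temperature.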
# AmpC detergent: qHTS Inhibitors of AmpC Beta-Lactamase (assay with detergent); Potency, µM (top dose mostly 114 µM), without a hit: top-dose activity change, negative = inhibition, hits mostly inhibitors; hit rate 0.041% among 370,000; P00811; AmpC hydrolysis of nitrocefin, absorbance 480 nm, 0.01% Triton; AID 485294, 2010;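 further: potency means the concentration at half of the fitted maximal effect; 0% = no-compound wells and -100% = no-enzyme wells; nearly all actives have a fitted effect of over 25% in size; some results filed as inactive show a strong effect at the top dose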
#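 AmpC (5.3 nM in the dispensed reagent) in 20 mM phosphate pH 7.0 with 0.01% (detergent screen) or 0.0001% Triton X-100 was preincubated with compounds for 15 min at room temperature. Nitrocefin was then added from an 800 uM solution, and hydrolysis was followed at 480 nm.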
# LmPK inhibitor: qHTS Assay for Inhibitors of Leishmania Mexicana Pyruvate Kinase (LmPK); Q27686; AID 1721, 2009; Potency, µM (titrated, usually from 57.5 µM), inactives show top-dose activity change, negative = inhibition, actives largely listed as inhibitors; hit rate 0.37% among 290,000; purified LmPK, Kinase-Glo ATP luminescence, 1 h; further: potency means the concentration at half of the fitted maximal effect
# Target sequence (Q27686 whole entry, looked up): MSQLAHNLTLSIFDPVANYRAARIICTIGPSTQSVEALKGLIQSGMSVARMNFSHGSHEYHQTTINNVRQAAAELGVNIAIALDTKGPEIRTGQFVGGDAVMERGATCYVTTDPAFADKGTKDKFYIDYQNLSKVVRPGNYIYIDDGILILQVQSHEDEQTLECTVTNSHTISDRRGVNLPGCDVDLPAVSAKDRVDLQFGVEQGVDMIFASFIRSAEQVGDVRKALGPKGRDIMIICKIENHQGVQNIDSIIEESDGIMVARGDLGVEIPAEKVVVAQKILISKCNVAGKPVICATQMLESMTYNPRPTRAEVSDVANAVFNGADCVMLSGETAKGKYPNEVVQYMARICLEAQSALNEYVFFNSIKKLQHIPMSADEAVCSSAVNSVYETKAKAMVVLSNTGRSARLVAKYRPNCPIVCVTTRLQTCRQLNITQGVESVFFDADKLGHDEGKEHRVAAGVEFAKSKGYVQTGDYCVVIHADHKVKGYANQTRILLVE
#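 Pyruvate kinase activity monitored as ATP production (luciferase luminescence). Conditions: 0.1 nM enzyme, 0.5 mM PEP, 0.1 mM ADP, 1 h, RT; normalized against uninhibited and no-enzyme wells.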
# * hit, by the source's call; ? = inconclusive; nt = no result given; & = joins results of further samples; [ ] = dose if it differs, or a comment. Unless noted, the call rests on the fitted dose curve; in most records, active means well fitted curve in the direction sought with a large enough effect; inconclusive means small, poorly fitted or top-dose-only effect, or another doubt; inactive means no such curve, though single readings can be large; an effect the other way counts as inactive or inconclusive. Unless noted, on the % scale 0 is the no-effect control and ±100 the full control effect. Not a hit list; any-hit rate near 7.5%.
SMILES,HCV inhibitor,AmpC no deterg,TbPYK inhibitor,HCMV inh,AMA1 RON2 block,AmpC detergent,LmPK inhibitor
C[C@H](NC(=O)C1CC(=O)N(c2ccc3c(c2)OCCO3)C1)C(=O)N1CCC(C(=O)O)CC1 (stereo partly specified),26%,-9%,-12%,-14,0%,-2%,4%
CCOc1ccccc1N1CC(C(=O)N(Cc2nnc(-c3ccccc3Cl)o2)C2CC2)CC1=O (stereo unspecified),-3%,65%[activator],6%,-9,48%[activator],-7%,nt
COc1ccc(N(C)S(=O)(=O)c2cccc(C(=O)Nc3ccc4c(c3)OCCO4)c2)cc1,10µM*,-36%,-9%,97,7%,-9%,0%
Cc1ccc(S(=O)(=O)NC(Cc2c[nH]c3ccccc23)C(=O)O)cc1 (stereo unspecified),14%,nt,-1%,21,0%,nt,nt
O=C(CCSCc1ccc(Cl)cc1)NCCc1ccccc1,6%,-22%,-7%&-3%,10&-33,10%,3%&-7%,2%
O=C(NCc1nnc(SCC(=O)N2CCN(c3ccccc3)CC2)o1)c1ccccc1,-3%,164%,8%,-26,12%,0%,-6%
CC(c1nc2ccccc2o1)N1C(=O)c2ccccc2C1=O (stereo unspecified),8%,-5%,0%,-11,7%,?,-3%
COc1ccccc1C(=O)N1[C@@H](C(C)C)COc2cc(Br)ccc2S1(=O)=O,?,nt,6%,0,0%,nt,nt
N=c1c(C(=O)NCC2CCCO2)cc2c(=O)n3ccccc3nc2n1CCCO (stereo unspecified),nt,nt,-8%,-2,nt,6%,nt
CCOC(=O)c1cccc(NS(=O)(=O)c2c(C)[nH]c(=O)[nH]c2=O)c1,10%,-9%,5%,21,-11%,-5%,3%
CCN(CC)C(=O)CSc1nc2cc(S(=O)(=O)N3CCOCC3)ccc2n1CC,8%,17%,2%,-40,5%,1%,-5%
CS(=O)(=O)Nc1nnc(SCC(=O)Nc2cccc([N+](=O)[O-])c2)s1,0%,-10%,-8%,26,-3%,4%,0%
COc1ccc(OC)c(NC(=O)c2nnn(CC(=O)Nc3ccc(C(C)C)cc3)c2N)c1,nt,nt,1%,-63*,nt,-4%,nt
CCOC(=O)c1c(C)[nH]c(C(=O)OCC(=O)Nc2ccc(OC)c(Cl)c2)c1C,?,-29%,-1%,4,10%,0%,-1%
C[C@H]1CN(Cc2ccccc2)C(=O)[C@@H]1CC(=O)Nc1ccccc1,nt,nt,-3%,-3,6%,nt,nt
CCOc1ccc(CCNC(=O)c2cccc(NC3=NC4CS(=O)(=O)CC4S3)c2)cc1OCC (stereo unspecified),?,-5%,-13%,29,10%,?,-1%
COc1ccc(C)cc1NC(=O)C(Sc1nnc2ccccn12)c1ccccc1 (stereo unspecified),?,134%[activator],7%,-20,-7%,?,4%
O=C(CSc1nncs1)NCc1ccc(F)cc1,5%,-23%,-5%,-27,-10%,-2%,-3%
O=C(NC(NCc1ccccc1)C(Cl)(Cl)Cl)c1cccnc1 (stereo unspecified),16%,-2%,0%,15,-4%,-6%,1%
COCCN(C(=S)Nc1ccc(OC)cc1)C1CCN(C(C)C)CC1,-3%,-17%,1%,-13,-4%[11.6 µM],-7%,-3%
Cc1ccc(-n2nc(CO)c(C(=O)NCCO)n2)cc1,nt,nt,0%,79,nt,0%,nt
O=C(O)CCn1c(=S)oc2ccccc21,6%,-4%,-7%,1,9%,-2%,-1%
CC(=O)NC(=S)Nc1ccc(-c2nc3ccc(C)cc3s2)cc1,-6%,-15%,1%,89,3%,-12%,-7%
O=C(Nc1ccc(F)cc1F)c1cccc(S(=O)(=O)N2CCCCC2)c1,-9%,-16%,-1%,11,3%,?,nt
Cc1cccc(N2CN=C3SCC(=O)N3C2)c1,4%,-16%,-1%,-20,-9%,?,3%
Cc1cc(C)c2c(=O)n(CC(=O)N3CCC(Cc4ccccc4)CC3)sc2n1,2%,-12%,nt,nt,nt,?,-24%
O=C(c1ccccc1Cc1ccccc1)N1CCN(S(=O)(=O)c2ccccc2F)CC1,-15%,25%,6%,-35,-20%,-8%,nt
Cc1ccc(/C=N/NC(=O)c2nc3nc(C)cc(C)n3n2)cc1,6%,-19%,-2%,-12,92%[activator],-9%,-8%
COC1(C2=NCCN2)COc2ccccc2O1 (stereo unspecified),?,-5%,-7%,-19,6%,-2%,nt
COc1cccc(CN2CCN(c3cccc(C(F)(F)F)c3)CC2)c1OC,-12%,42%,-2%,-32,?,-4%,-5%
COCCN(CC(=O)Nc1cccc(C)c1C)C(=O)c1ccc(S(=O)(=O)N2CCOCC2)cc1,11%,17%,3%,-11,8%,0%,nt
Cc1cccc(NC(=O)c2nc[nH]c2C(=O)NC2CCN(C(=O)OC(C)(C)C)CC2)c1,4%,-15%,6%,5,68%[activator],-1%,nt
Cc1nc(SCC(=O)NNC(=O)c2ccc(F)cc2)c2ccccc2n1,11%,-16%,2%,3,76%[activator],nt,nt
Cn1c(=O)c2c(-c3ccccc3Br)n(Cc3ccccc3)cc2n(C)c1=O,nt,nt,-3%,-17,nt,22%,nt
O=C(NC(=S)Nc1nc(-c2ccccc2)cs1)c1cccnc1,6%,-58%,9%,17,30%,?,0%
O=C(CSCc1ccco1)c1ccc(Cl)s1,nt,?,nt,nt,nt,?,-6%
COc1ccc(Cc2nnc(NS(C)(=O)=O)s2)cc1,15%,-17%,-2%,10,2%,-7%,-1%
CN(C)CCCN(C(=O)c1ccc([N+](=O)[O-])s1)c1nc2cc3c(cc2s1)OCCO3,-27%,3%,-6%,9,-12%,2%,0%
O=C(COC(=O)C1CC1)c1c[nH]c2ccccc12,-23%,-8%,9%,6,-7%,?,-21%
O=C(NCCCN1CCOCC1)c1ccc(/C=C2\Oc3ccccc3N(Cc3ccccc3F)C2=O)cc1,?,-12%,0%,0,-4%,?,-5%
COC(=O)N(c1ccccc1)P1(=S)OCCO1,22%,1%,-26%,-13,16%,-11%,17%
CC1CC(C)CN(C(=O)CNC(=O)c2sc3ccccc3c2Cl)C1 (stereo unspecified),8.9µM*,-3%,-15%,?,15%,?,nt
Cc1cc(C)c(NC(=O)COC(=O)Cc2ccsc2)c(C)c1,-4%,-2%,-11%,?,-5%,-6%,-6%
Cc1cc(C)n2c(SCc3c(C)noc3C)nnc2n1,?,-14%,-5%,16,0%,-8%,-11%
CCC(=O)c1ccc(OCC(O)Cn2nc(C)c(Br)c2C)cc1 (stereo unspecified),-23%,33%,-4%,32,-4%,-16%,-1%
O=C(NCc1cccs1)N[C@@H](Cc1ccccc1)C(=O)O,2%,-13%,5%,-9,13%,?,-2%
Cc1ccc2c(Sc3ccc(Cl)cc3)c(C(=O)N3CCCCC3)[nH]c2c1,nt,nt,-1%,9,nt,19%,nt
COc1ccccc1C(=O)Nc1nc(C)cc(C)n1,13%,nt,4%,-13,-12%,nt,nt
O=C(NCc1ccco1)C1CCCN(c2nnc(-n3cccc3)s2)C1 (stereo unspecified),11%,-14%,-6%,-22,-1%,3%,2%
O=C1COc2ccccc2C(c2nc3ccccc3[nH]2)N1Cc1ccccc1 (stereo unspecified),nt,nt,1%,23,-6%,nt,nt
COc1ccc2[nH]c(=O)c(CNc3ccc(C)c(C)c3)cc2c1,12%,-29%,-3%,76,0%,3%,1%
Cc1ccc(CCNC(=O)c2ccc3c(c2)nc2n3CCCCC2)cc1,nt,nt,5%,4,nt,-3%,nt
CCN(CC)S(=O)(=O)c1cc(NC(=O)C2CCN(c3ncnc4sc(C)c(C)c34)CC2)ccc1Cl,6.3µM*,-15%,6%,-82*,-7%,-11%,nt
O=C(CCN1CCCCC1)NCNC(=O)CCN1CCCCC1,23%,-17%,3%,37,-9%,0%,3%
CC(=O)Nc1ccccc1OCc1nnc(-c2cccs2)o1,8%,-19%,-9%,25,-4%,2%,-1%
CC[C@H]1CC2CN3CCc4c([nH]c5ccccc45)C(C(=O)OC)(C2)C13 (stereo partly specified),-7%,nt,4%,nt,?,nt,nt
Cc1ccc2c(c1)NC(=O)c1cccnc1O2,nt,nt,4%,-10,nt,5%,nt
Cc1cc(C)c(S(=O)(=O)Nc2ccc(-c3ccc(N4CCCCC4)nn3)cc2)cc1C,nt,nt,0%,-32,nt,25%,nt
c1ccc(C[C@H]2CN=C(Nc3ccccc3)N2CCCC2CCCCC2)cc1,4µM*,-13%,4%,-61*,17%,nt,nt
O=C(C1CCCN(c2ncnc3c2nc2n3CCCCC2)C1)N1CCN(c2ccc(Cl)cc2)CC1 (stereo unspecified),?,170%[activator],5%,-83*,-11%,2%,-1%

# Single records, from the list above. Values in the order: HCV inhibitor | AmpC no deterg | TbPYK inhibitor | HCMV inh | AMA1 RON2 block | AmpC detergent | LmPK inhibitor
# c1ccc(C[C@H]2CN=C(Nc3ccccc3)N2CCCC2CCCCC2)cc1 is listed with 4µM* | -13% | 4% | -61* | 17% | nt | nt
# O=C1COc2ccccc2C(c2nc3ccccc3[nH]2)N1Cc1ccccc1 (stereo unspecified) is listed with nt | nt | 1% | 23 | -6% | nt | nt
# O=C(C1CCCN(c2ncnc3c2nc2n3CCCCC2)C1)N1CCN(c2ccc(Cl)cc2)CC1 (stereo unspecified) is listed with ? | 170%[activator] | 5% | -83* | -11% | 2% | -1%
# CC[C@H]1CC2CN3CCc4c([nH]c5ccccc45)C(C(=O)OC)(C2)C13 (stereo partly specified) is listed with -7% | nt | 4% | nt | ? | nt | nt
# COc1ccc2[nH]c(=O)c(CNc3ccc(C)c(C)c3)cc2c1 is listed with 12% | -29% | -3% | 76 | 0% | 3% | 1%

# (more compounds)
SMILES,HCV inhibitor,AmpC no deterg,TbPYK inhibitor,HCMV inh,AMA1 RON2 block,AmpC detergent,LmPK inhibitor
CCOC(=O)C1CCN(C(=O)COC(=O)/C=C/c2ccccc2)CC1,4%,31%,-1%,-2,0%,nt,nt
O=C(c1cc(-c2cccs2)on1)N1CCCc2ccccc21,3%,-3%,2%,29,5%,?,3%
CCN(CC)CC(C)OC(=O)c1ccccc1Cl (stereo unspecified),15%,-19%,-5%,-19,0%,1%,0%
COc1cc(C(=O)Nc2nc(C)c(Cc3ccc4c(c3)OCO4)s2)cc(OC)c1OC,10µM*,98%[activator],-28%,-2,-27%,-3%,4%
